NSD2 inh = NSD2 histone methyltransferase inhibitors, primary screen, biochemical, AlphaScreen, single concentration, set 2. Histone-lysine N-methyltransferase NSD2 (Homo sapiens), O96028. NSD2 peptide methylation, 120 min. inhibition, % at 12.5 µM. actives 0.54% (n = 310,000); in the data active means inhibition above about 50%
dFosB activator = activators of delta FosB homodimer, primary screen, biochemical, fluorescence polarization, TAMRA-CDK5 oligo, single point; AID 493131, 2011; purified delta FosB; percent of positive-control signal above neutral wells; activation, % at 25 µM; actives 0.99% (n = 340,000);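 active means mean activation above about 17%, with every replicate also reaching it, limit read from the data, passing the limit was not always enough; inconclusive means only one of the two conditions met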;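 further: fluorescence polarization rise as delta FosB binds a TAMRA Cdk5 AP-1 oligo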
Target sequence (P13346 whole entry, looked up): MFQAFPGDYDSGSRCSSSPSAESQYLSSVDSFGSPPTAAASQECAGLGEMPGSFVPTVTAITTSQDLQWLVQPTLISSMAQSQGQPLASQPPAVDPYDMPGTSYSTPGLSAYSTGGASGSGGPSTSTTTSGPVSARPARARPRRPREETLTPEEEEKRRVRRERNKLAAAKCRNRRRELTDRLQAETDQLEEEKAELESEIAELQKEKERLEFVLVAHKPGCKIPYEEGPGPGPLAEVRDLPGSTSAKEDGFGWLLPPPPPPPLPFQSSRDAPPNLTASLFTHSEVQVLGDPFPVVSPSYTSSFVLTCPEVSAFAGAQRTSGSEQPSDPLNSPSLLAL
PvdQ inh = P. aeruginosa PvdQ acylase inhibitors, primary screen, biochemical, fluorescence, plate reader and imaging, single point; AID 488965, 2010; inhibition, % at 10 µM; purified PvdQ acylase; actives 0.063% (n = 340,000); in the data active means inhibition above about 30%, passing the limit was not always enough; inconclusive means no clear call, values can overlap the other calls;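 further: 0% = vehicle neutral wells and 100% = reference inhibitor wells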
MITF TRPM1 HTS = activators of MITF-driven TRPM1 promoter reporter, primary screen, cell-based, SK-MEL-5, luciferase, single point. SK-MEL-5 TRPM1-promoter luciferase, 24 h; % of positive control, neutral wells = 0. activation, % at 12.5 µM. actives 0.75% (n = 300,000);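 active means mean activation of at least 80% with every replicate also reaching 80%; inconclusive means mean reaches 80% but some replicate falls short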;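 further: 0% = neutral control wells and 100% = parthenolide positive control wells; values of inactives mirror those of a sister screen read the other way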
PfHsp90 yeast 2 = growth inhibition of PfHsp90-expressing yeast, primary screen, antimalarial PfHsp90 inhibitor project, S. cerevisiae, BacTiter-Glo luminescence, single point, set 2 | BacTiter-Glo ATP, 48 h; yeast lacking PDR1 and PDR3 efflux regulators | inhibition, % at 9.4 µM | actives 0.32% (n = 310,000);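 active means every replicate shows inhibition above about 80%, whatever the replicate mean, limit read from the data; inconclusive means mean inhibition reaches the set limit but some replicate falls short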;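 further: 0% = DMSO neutral controls and 100% = 20 µM radicicol positive controls; yeast relying on Plasmodium falciparum Hsp90 in place of its own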
CAL PDZ FP-1 = CAL PDZ peptide-binding inhibitors, primary screen, biochemical, fluorescence polarization, Cer-tagged CAL PDZ, HTS | actives 0.02% (n = 330,000) | purified CAL PDZ, TMR-peptide fluorescence polarization, 1 h | inhibition, % at 20 µM | AID 504414, 2011;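 active means highest replicate inhibition of at least 40%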;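 further: plate controls were DMSO neutral control wells for no effect and unlabeled competitor peptide control wells for full effect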
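Test system: tagged CAL PDZ domain / Buffer or medium: sodium phosphate/NaCl buffer pH 7.4 with TCEP, IgG, Thesit / Reagent: TMR-labelled reporter peptide T*-PRC34 bound in PDZ groove / Compound dosing: single point, 20 µM / Schedule: 1 h incubation at room temperature before polarization reading / Technique: fluorescence polarization (mP) / Benchmarks: unlabelled peptide, DMSO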
Rtt109 Vps75 = inhibitors of C. albicans Rtt109/Vps75 HAT, primary screen, biochemical, ThioGlo CoA-SH fluorescence, plate reader; Histone acetyltransferase RTT109 (Candida albicans (strain SC5314 / ATCC MYA-2876)), …; inhibition, % at 34.9 µM; AID 540336, 2011; purified Rtt109/Vps75, 4 h; actives 0.16% (n = 330,000);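 active means inhibition of at least 50% in every replicate; inconclusive means best replicate reaches 50% inhibition but some replicates fall short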
SR-BI HDL uptake = inhibitors of SR-BI mediated HDL lipid uptake, primary screen, ldlA[mSR-BI] cells, fluorescence, single point | Scavenger receptor class B member 1 (Mus musculus), Q61009 | ldlA[mSR-BI] CHO cells, DiI-HDL uptake fluorescence, 3 h | inhibition, % at 12.5 µM | actives 0.96% (n = 320,000) | AID 488896, 2010;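 active means mean replicate inhibition of at least 70% and a set share of replicates each scoring 70 or more; inconclusive means meets just one of the two criteria; inactive means fails both criteria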;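 further: 0% = median of neutral control wells and 100% = median of positive control wells; values of inactives mirror those of a sister screen read the other way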
Target sequence (Q61009 whole entry, looked up): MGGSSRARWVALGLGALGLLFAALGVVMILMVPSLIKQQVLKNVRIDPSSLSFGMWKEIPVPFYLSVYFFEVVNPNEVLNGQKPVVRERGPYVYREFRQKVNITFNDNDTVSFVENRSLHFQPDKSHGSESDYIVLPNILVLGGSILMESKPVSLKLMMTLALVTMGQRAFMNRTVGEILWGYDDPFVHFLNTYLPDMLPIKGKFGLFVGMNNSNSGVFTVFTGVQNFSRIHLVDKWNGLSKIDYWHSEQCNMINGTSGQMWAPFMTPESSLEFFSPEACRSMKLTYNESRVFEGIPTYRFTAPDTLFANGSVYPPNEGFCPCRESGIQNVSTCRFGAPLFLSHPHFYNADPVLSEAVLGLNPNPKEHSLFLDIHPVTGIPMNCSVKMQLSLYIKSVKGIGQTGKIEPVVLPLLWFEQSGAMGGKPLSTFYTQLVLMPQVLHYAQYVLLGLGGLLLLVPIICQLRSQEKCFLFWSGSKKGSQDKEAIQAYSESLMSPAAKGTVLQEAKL
SR-BI DiI-HDL act = activators of SR-BI mediated DiI-HDL uptake, primary screen, ldlA[mSR-BI] CHO cells, DiI fluorescence; activation, % at 12.5 µM; actives 0.096% (n = 320,000); 3 h; 100 = double the neutral-control signal;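 active means mean replicate activation of at least 60% and every replicate at or above 60%; inconclusive means mean or all-replicate condition met, but not both; inactive means mean below 60% and not all replicates reaching 60%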;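 further: 0% = median plate neutral-control signal and 100% = twice that signal; values of inactives mirror those of a sister screen read the other way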
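Assay system: CHO ldlA[mSR-BI] cells, LDL receptor-null, SR-BI overexpressing; medium: Ham's F12 with 0.5% BSA, HEPES 25 mM, pH 7.4; also added: DiI-HDL 10 µg/mL; timing: 3 h uptake period with compound, 37 °C; signal: DiI fluorescence, bottom read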
CAL PDZ FP-2 = untagged CAL PDZ binding inhibitors, primary screen, biochemical, fluorescence polarization, HTS. purified CAL PDZ, TMR-peptide fluorescence polarization, 1 h. inhibition, % at 24.9 µM. actives 0.92% (n = 300,000). AID 602252, 2012;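 active means mean inhibition of at least 30% with at least half of replicates also reaching 30%; inconclusive means no clear call, values can overlap the other calls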;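 further: 0% = DMSO neutral control and 100% = excess unlabeled competitor peptide PRC23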
Active calls of the source: *; ? = inconclusive; . = not tested or not shown. Rows were taken by chance; overall some 4.3% were active at least once.

Compound	NSD2 inh	dFosB activator	PvdQ inh	MITF TRPM1 HTS	PfHsp90 yeast 2	CAL PDZ FP-1	Rtt109 Vps75	SR-BI HDL uptake	SR-BI DiI-HDL act	CAL PDZ FP-2
CC(=O)Nc1ccc(C(=O)NNC(=O)C2C3CCCCC32)cc1 (stereo unspecified)	-3	-5	3	18	-17	0.1	4	-2	2	.
O=C(O)CN1C(=O)/C(=C/c2cccc(Cl)c2)Oc2ccccc21	-9	-3	-1	-5	-1	-1.5	-1	34	-34	4
Cc1cc(C)c(S(=O)(=O)Nc2ccc(O)cc2)c(C)c1	2	-9	-12	0	68	-1.1	1	-27	27	0
CN(C)C(=O)/C(C#N)=C\c1cc(Br)c(Sc2ccc(Cl)cc2)o1	.	-11	-5	-15	-23	-0.5	4	29	-29	-3
O=C(c1cccc(Cl)c1)C1CCCN(Cc2ccc(N3CCNC3=O)cc2)C1 (stereo unspecified)	3	-7	-8	-1	6	-1.3	2	4	-4	.
Clc1ccc(C(c2ccccc2Cl)C(Cl)Cl)cc1 (stereo unspecified)	.	-1	11	5	10	0.8	7	10	-10	0
COCCn1c(SCC(=O)N(C)C2CCS(=O)(=O)C2)nc2ccccc2c1=O (stereo unspecified)	.	-10	-5	-11	13	6.4	1	-17	17	28
CC1(C)C(=O)Nc2ccccc2N1C(=O)COc1ccccc1C#N	-1	-8	15	-8	-1	0.5	-8	0	0	-3
Cc1ccc(Sc2ncccc2C(=O)NC2CCCCCC2)cc1C	-3	-7	-15	-11	0	-0.8	11	7	-7	-5
O=C(O)CN1C(c2ccccc2)=Nc2ccc(Br)cc2C1c1ccccc1 (stereo unspecified)	-2	1	-8	-4	31	-0.3	2	9	-9	3
O=C(N/N=C/c1ccncc1)c1ccccn1	-3	-4	-18	64	6	-0.4	5	-30	30	-1
COc1cccc(CNC(=O)CCS(=O)(=O)c2ccc3c(c2)NC(=O)C(C)S3)c1 (stereo unspecified)	1	-4	11	-9	0	-2.5	27	-3	3	-4
O=S(=O)(NC1CCCC1)c1ccc(S(=O)(=O)NC2CCCC2)cc1	13	-2	-15	-1	-28	-2.3	1	12	-12	-4
Nn1c(SCC(=O)N2CCCc3ccccc32)nnc1-c1ccc(Cl)cc1	1	13	3	-9	-6	1.0	-2	33	-33	7
Cc1nc(-c2cccs2)sc1C(=O)NN	-3	-7	15	-4	-3	0.8	-1	2	-2	-7
CCCNC(=S)N1CC2(C)CN(C(=O)C(=O)OC)CC(C)(C1)C2=O	-2	9	-7	13	10	-0.7	-3	-11	11	0
C/C(N)=C(/C#N)C(=O)CSc1cc(C)c2ccccc2n1	-9	1	3	3	4	-0.8	9	-19	19	-3
C=C(C)c1cccc(C(C)(C)NC(=O)Nc2cccnc2)c1	1	-8	-12	.	12	-0.8	-4	10	-10	8
O=C(Nc1ccc(S(=O)(=O)N2CCN(Cc3ccccc3)CC2)cc1)c1cnccn1	.	6	-2	-11	-13	-0.8	14	-10	10	-2
COc1cc2c(cc1OC)/C(=C/C(=O)c1ccc([N+](=O)[O-])c(C)c1)NCC2	1	-5	-6	1	-3	1.0	-4	57	-57	0
O=C(Cc1ccccc1)NS(=O)(=O)c1ccc(N=NN2CCOCC2)cc1	0	-2	16	4	-4	.	4	-17	17	5
O=C(O)C1(Nc2ccc(Br)cc2)CCCC1	1	-2	1	3	0	-0.5	1	11	-11	0
COc1ccc(-c2nc(Cn3c(SCc4ccc(F)cc4)nc4ccncc43)c(C)o2)cc1OC	.	?	-8	.	21	-2.0	-4	20	-20	-5
O=C(Nc1ccccc1[N+](=O)[O-])c1nc[nH]c1C(=O)NCCO	0	-6	1	.	.	-0.3	4	6	-6	-5
CC(=O)NCCCc1c[nH]c2ccc(Cl)cc12	2	-3	-2	.	.	-2.5	0	-3	3	-3
CN(C(=O)CSc1nnnn1-c1ccc(Cl)cc1)C1CCS(=O)(=O)C1 (stereo unspecified)	0	-6	-9	5	13	-1.4	-15	-14	14	-5
CCn1c(O)c(/C=N/NC(=O)c2ccncc2)c(=O)n(CC)c1=S	-2	2	-18	-8	-38	-2.2	-9	74*	-74	1
CCCc1c(C)nc2ccccc2c1SCCC#N	1	-10	-5	-2	-19	-2.2	-4	-16	16	-1
Cc1cc(=O)c2cc(Cl)ccc2[nH]1	.	-7	-14	8	5	-0.1	-2	-29	29	-4
COC(=O)Cn1c(CN2CCN(c3ccc(F)cc3)CC2)nc2c1c(=O)n(C)c(=O)n2C	.	-6	-8	.	-8	-1.0	-1	-1	1	-2
COc1ccc(C(C(=O)NC(C)(C)C)N(Cc2ccco2)C(=O)CCC(=O)Nc2cc(C)on2)cc1 (stereo unspecified)	.	0	-5	.	10	-2.7	19	-22	22	-2
Cc1cc(C)c(C)c(S(=O)(=O)N2CCN(C(=O)CNC(=O)c3ccco3)CC2)c1C	-3	-10	7	-2	13	-1.5	7	63	-63	0
CN(C)CCN(C(=O)c1ccc(S(=O)(=O)N(C)c2ccccc2)cc1)c1nc2cc3c(cc2s1)OCCO3	1	47*	-15	43	-9	-2.2	0	-12	12	-2
COc1ccc(C2SCC(C(=O)NCc3ccc(F)cc3)N2C(C)=O)cc1 (stereo unspecified)	.	-7	-10	-2	25	0.2	-7	6	-6	.
O=C1CCc2cc(S(=O)(=O)N3CCN(Cc4ccc5c(c4)OCO5)CC3)ccc2N1	4	-3	-6	10	-2	-0.1	0	-12	12	-1
CC1=Nc2ccccc2N=C(NC(=O)CN2CCN(c3ccc(F)cc3)CC2)C1c1ccccc1 (stereo unspecified)	0	-1	-9	.	6	-2.7	5	-24	24	.
Cc1ccccc1Cn1cccc1/C=C1/C(=N)N2C=CSC2=NC1=O	0	1	-25	3	-6	0.0	-7	3	-3	-3
O=C1NC(c2ccccc2O)Nc2ccccc21 (stereo unspecified)	0	0	-3	.	0	-1.8	-12	5	-5	-4
c1ccc(-c2onc3c2CCCC3)cc1	1	-3	-5	15	-2	-2.0	-2	-16	16	-3
CC1CCCCC12NC(=O)N(CC(=O)OCc1ccccc1F)C2=O (stereo unspecified)	-3	-18	-8	1	-1	-2.2	-4	6	-6	-4
O=C(Nc1nnc(C2=COCCO2)o1)c1cccc(Br)c1	1	-2	6	-6	-4	0.4	5	-2	2	.
O=C1c2ccccc2C(=O)N1CCCCN(C(=O)c1ccc([N+](=O)[O-])cc1)c1ccc(Cl)cc1	5	-7	1	-5	-17	.	-5	6	-6	3
COc1ccc(NC(=S)Nc2ccc(OCc3ccccc3)cc2)c(OC)c1	-1	-1	22	-6	-20	0.2	2	-8	8	1
CN(c1ccccc1)S(=O)(=O)c1cccc(Cl)c1Cl	-7	-5	-5	6	16	-0.2	-5	-5	5	-9
CC(C(=O)Nc1cc(Cl)cc(Cl)c1)N1CCCC1 (stereo unspecified)	-1	1	11	14	10	-0.3	-6	-4	4	-5
CCCCNC(=O)c1onc(CSc2ccncc2)c1C(=O)NCCCC	.	0	-15	-3	-8	-0.4	-7	-6	-3	-4
Cc1cc(=O)[nH]c(SCC(=O)N2CCc3ccccc3C2)n1	7	-5	-13	-1	.	-2.2	-2	-10	10	-5
CCN(CC)CCN1C(=O)C(=O)/C(=C(/O)c2ccc(S(=O)(=O)N3CCOCC3)cc2)C1c1ccccc1 (stereo unspecified)	1	3	0	.	11	-0.4	-11	.	.	0
COC(=O)c1ccc(OCC2NCCc3cc(OC)c(OC)cc32)cc1 (stereo unspecified)	2	1	-7	8	0	-2.4	-5	-20	20	-2
Cc1cc(OCC(F)(F)C(F)(F)C(F)(F)C(F)F)nc(N)n1	-1	-1	2	.	.	-2.1	1	-38	38	-1
C/C(CC(=O)Nc1ccccn1)=N\NC(=O)c1ccccc1O	.	-1	0	-18	10	-2.6	-1	73*	-73	-3
O=C(Nc1cc(S(=O)(=O)N2CCOCC2)ccc1N1CCCC1)c1cnccn1	-2	-9	-3	1	1	-2.3	-3	-13	13	-1
Cc1ccc(S(=O)(=O)N2CCC(C(=O)C3C(=O)CCCC3=O)CC2)cc1	-4	3	-4	-3	-15	1.1	.	-32	32	4
CCOc1ccccc1CN1CCC(Oc2cccc(C(=O)NCCOC)c2)CC1	6	-2	-7	-3	9	.	1	-14	14	-6
CN(C(=O)c1ccc(NC(=O)Cc2ccc(NC(=O)C3CCN(C(=O)C4CCCC4)CC3)cc2)cc1)C1CCCC1	.	-6	-8	-3	-10	-1.4	-25	-10	10	0
O=C(COC(=O)c1cccc(S(=O)(=O)Nc2ccc(F)cc2)c1)NCCN1C(=O)CSC1=O	0	-3	-6	-12	12	-2.8	-4	-3	3	-5
CC/C(=N\NC(=O)c1cccnc1)c1ccc2c(c1)OCCO2	0	-5	-15	-9	9	-2.1	5	10	-10	0
COc1ccc(-n2nc(C(=O)NCC(=O)NCCCN3CCC(C)CC3)c3ccccc3c2=O)cc1Cl	0	-31	-6	7	13	-2.7	-15	.	.	1
CCN(CC)C(=O)CSc1nnc(SCc2ccc(Cl)cc2)s1	.	4	15	.	.	-2.3	9	-1	1	1
O=C(N1CCOCC1)N1c2ccccc2CC(N2CCOCC2)c2ccccc21 (stereo unspecified)	4	-6	0	0	.	-0.2	19	-4	4	0
